PhoP GFP inhibition = PhoP regulon inhibitors, Salmonella typhi PhoP promoter GFP reporter, confirmatory (AID 1850) | Salmonella Typhi PhoP-promoter GFP reporter, fluorescence, 4 h; higher % means a stronger effect | inhibition, % at 50 µM, or IC50 in µM where a hit was titrated | actives 0.33% (n = 310,000); in the data active = a potency from the dose series; inconclusive = inhibition mostly from about 25% at the one dose, without a potency; inactive = the rest, 99 in 100 with inhibition below about 19%;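 also: 0% = induced wells with vehicle and 100% = uninduced wells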
H1N1 NS1A inhibition = H1N1 influenza NS1A inhibitors, functional cell based assay (AID 504329). NS1A functional cell-based assay, percent inhibition; higher % means a stronger effect. actives 0.3% (n = 340,000). one-dose inhibition, % at 12.5 µM; IC50 in µM for titrated hits; in the data active = a potency from the dose series; inconclusive = inhibition above about 27% without an active follow-up result; also: strong numbers were not always called active
H37Rv inhibition = M. tuberculosis growth inhibition, HTS (AID 449762); one-dose inhibition, % at 25 µM; IC50 in µM for titrated hits; actives 0.59% (n = 330,000); M. tuberculosis H37Rv growth inhibition, 7H9 media; higher % means a stronger effect; in the data active = a potency from the dose series; inconclusive = inhibition above about 70% without an active follow-up result;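 also: bacterial growth assessed after seven days of incubation; strong numbers were not always called active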
tuberculosis growth = growth inhibition of non-replicating M. tuberculosis (AID 488890) | Mycobacterium tuberculosis non-replicating, growth inhibition; higher % means a stronger effect | inhibition, % at 25 µM; hits with a dose series show IC50 in µM | actives 0.39% (n = 320,000); in the data active = a potency from the dose series; inconclusive = inhibition mostly from about 82% at the one dose, without a potency; inactive = the rest, 99 in 100 with inhibition below about 76%;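 also: plate controls were DMSO cells for no effect and high antibiotic wells for full effect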
VEEV TC-83 Vero = inhibitors of VEEV TC-83 cytopathic effect, confirmation, Vero cells (AID 588727) | Vero cells, VEEV TC-83 cytopathic effect inhibition; higher % means a stronger effect | inhibition, % at 20 µM; hits with a dose series show IC50 in µM | actives 0.13% (n = 350,000); in the data active = a potency from the dose series; inconclusive = inhibition mostly from about 14% at the one dose, without a potency; inactive = the rest, 99 in 100 with inhibition below about 12%; also: strong numbers were not always called active
VEEV TC-83 Vero 10K pilot screen = recorded beside VEEV TC-83 Vero, whose call it bears; inhibition, %; measured here: 10K pilot screen inhibition
* hit, by the source's call; i = inactive; ? = inconclusive; / = no result given.

SMILES	PhoP GFP inhibition	H1N1 NS1A inhibition	H37Rv inhibition	tuberculosis growth	VEEV TC-83 Vero	others
Cn1c(=O)oc2cc(S(=O)(=O)NC3CCCCC3)ccc21	-24%	5%	33%	13%	0.6%
N/C(=N\OC(=O)c1ccco1)c1cccc([N+](=O)[O-])c1	4%	-6%	1%	32%	0.3%
O=C1[C@@H](Oc2ccccc2)[C@@H](c2cccnc2)N1c1ccccc1	/	-12%	/	/	i
Cn1c(CN2CCCC2)nc2cc(NC(=O)COc3ccc([N+](=O)[O-])cc3)ccc21	-4%	-2%	6%	10%	i
COc1ccc(C(=O)N2CCNC(=O)C2)cc1S(=O)(=O)Nc1ccc(Br)cc1	/	3%	0%	20%	2.5%
CCN(C(=O)CSc1nnc(NC2CCCCC2)s1)C1CCS(=O)(=O)C1 (stereo not drawn)	0%	-3%	1%	-4%	0.6%
Cc1ccc(OCCOC(=O)CCc2nc3ccccc3c(=O)[nH]2)cc1	0%	-6%	2%	-2%	1.4%
CCN(C(=O)CSc1nc2ccccc2o1)c1c(N)n(Cc2ccccc2)c(=O)[nH]c1=O	-2%	1%	-7%	-5%	8.0%
Cc1ccc(C)c(-n2c(-c3ccncc3)n[nH]c2=S)c1	3%	-1%	-12%	3%	1.3%
O=C(COc1ccccc1)Nc1nnc(-c2ccccc2Cl)o1	1%	11%	29%	?	0.6%
CC(=O)Nc1ccc(-c2csc(NC(=O)CN3C(=O)NC4(CCCC4)C3=O)n2)cc1	-2%	2%	5%	-6%	0.4%
COc1cc(NC(=O)C2CCCN2C(=O)OCc2ccccc2)cc(OC)c1 (stereo not drawn)	-4%	9%	1%	-3%	i
COc1ccc(OC)c(Nc2cc(C(=O)NCCCN3CCOCC3)c3ccccc3n2)c1	5%	7%	3%	-8%	i
O/N=C/c1cc(Br)cc(Br)c1OCc1ccccc1	3%	17%	3%	48%	i
O=C1C2CCCCC2C(=O)N1Cc1ccccc1 (stereo not drawn)	-1%	-3%	-3%	-9%	0.9%
COC(=O)COc1cccc(NC(=O)c2ccc(Cl)cc2)c1	-3%	6%	?	4µM*	1.0%
CCCN1CCN(CCCNC(=O)Cn2nc(C)n3c(cc4cc(F)ccc43)c2=O)CC1	7%	6%	-1%	2%	i
COC(=O)[C@]1(Cc2ccccc2)N[C@H](CN(C)C(C)=O)[C@@H]2C(=O)N(Cc3ccccc3)C(=O)[C@@H]21	/	-11%	-10%	2%	2.7%
COc1ccc(/C=C/c2c(-c3ccc(OC)cc3)oc(=O)c3cc(OC)c(OC)cc23)cc1	/	-5%	3%	53%	1.2%	VEEV TC-83 Vero 10K pilot screen=3.8
O=C(OCc1nc2ccc(Cl)cc2n1CCO)c1ccc2c(c1)OCO2	-7%	8%	10%	15%	i	VEEV TC-83 Vero 10K pilot screen=0.0

Continued; the last six above are carried over.
SMILES	PhoP GFP inhibition	H1N1 NS1A inhibition	H37Rv inhibition	tuberculosis growth	VEEV TC-83 Vero	others
O=C1C2CCCCC2C(=O)N1Cc1ccccc1 (stereo not drawn)	-1%	-3%	-3%	-9%	0.9%
COC(=O)COc1cccc(NC(=O)c2ccc(Cl)cc2)c1	-3%	6%	?	4µM*	1.0%
CCCN1CCN(CCCNC(=O)Cn2nc(C)n3c(cc4cc(F)ccc43)c2=O)CC1	7%	6%	-1%	2%	i
COC(=O)[C@]1(Cc2ccccc2)N[C@H](CN(C)C(C)=O)[C@@H]2C(=O)N(Cc3ccccc3)C(=O)[C@@H]21	/	-11%	-10%	2%	2.7%
COc1ccc(/C=C/c2c(-c3ccc(OC)cc3)oc(=O)c3cc(OC)c(OC)cc23)cc1	/	-5%	3%	53%	1.2%	VEEV TC-83 Vero 10K pilot screen=3.8
O=C(OCc1nc2ccc(Cl)cc2n1CCO)c1ccc2c(c1)OCO2	-7%	8%	10%	15%	i	VEEV TC-83 Vero 10K pilot screen=0.0
Cc1ccc(S(=O)(=O)NCc2cccnc2)cc1	-8%	-10%	-1%	-5%	0.1%
Cc1cc(NC(=O)Cn2nc(-c3ccccc3F)ccc2=O)ccc1-n1cnnn1	1%	7%	-4%	3%	1.4%
CCCCC(NC(=O)Cc1c(C)c2cc3c(-c4ccccc4)coc3c(C)c2oc1=O)C(=O)O (stereo not drawn)	-6%	-24%	-3%	21%	i
CCOC(=O)[C@H]1[C@H]2COc3ccccc3[C@@H]2N2C(=O)CN(Cc3ccc(C)cc3)C(=O)[C@@]12C	/	7%	3%	10%	2.2%
Nc1nc(SCc2ccc(Cl)c(Cl)c2)n[nH]1	-1%	5%	48%	11%	1.7%
Cc1ccc(C)c(CN2C(=O)NC3(CCCCCC3)C2=O)c1	7%	-2%	3%	7%	0.5%
CCOc1ccccc1N1CCN(C(=O)Nc2ccc(Cl)c(Cl)c2)CC1	10%	/	1%	-7%	/
CC1CCN(c2nc3ccccn3c(=O)c2C=O)CC1	-5%	-13%	-8%	68%	i
Cc1c(C)c2ccc(OCC(=O)N3CCC(C(=O)O)CC3)cc2oc1=O	-9%	5%	-4%	-8%	0.6%
O=C(NC1CCCc2ccccc21)C1CCCC1 (stereo not drawn)	0%	-4%	-1%	-3%	i

An excerpt from above in order of length of the SMILES, low to high.
SMILES	PhoP GFP inhibition	H1N1 NS1A inhibition	H37Rv inhibition	tuberculosis growth	VEEV TC-83 Vero	others
O=C(NC1CCCc2ccccc21)C1CCCC1 (stereo not drawn)	0%	-4%	-1%	-3%	i
Cc1ccc(S(=O)(=O)NCc2cccnc2)cc1	-8%	-10%	-1%	-5%	0.1%
Nc1nc(SCc2ccc(Cl)c(Cl)c2)n[nH]1	-1%	5%	48%	11%	1.7%

Next section:
SMILES	PhoP GFP inhibition	H1N1 NS1A inhibition	H37Rv inhibition	tuberculosis growth	VEEV TC-83 Vero	others
Cc1ccc(-c2nn(-c3ccccc3)cc2C(=O)Nc2cccc(S(=O)(=O)N3CCOCC3)c2)cc1	-8%	8%	12%	34%	8.1%
O=C(COC(=O)c1cc(=O)c2ccccc2o1)Nc1ccccc1F	/	0%	5%	8%	3.0%
CCNC(=O)CC1SC(=Nc2cccc3ccccc23)N(C)C1=O (stereo not drawn)	-6%	-9%	3%	1%	i	VEEV TC-83 Vero 10K pilot screen=0.2
BrCC(Br)C1CCC(Br)C(Br)C1 (stereo not drawn)	/	-6%	10%	1%	i
CCO[C@H]1OC(C(=O)O)=C[C@@H](c2cn(C(C)=O)c3ccccc23)[C@@H]1CCCO	-7%	-8%	17%	-2%	1.5%
CCOCCCN(C(=O)c1snc(C(N)=O)c1N)C(C(=O)NC1CCCC1)c1ccc(O)c(OC)c1 (stereo not drawn)	-27%	7%	-1%	-7%	i
O=C(CCNC(=O)c1ccc(Br)cc1)Nc1cccc(S(=O)(=O)N2CCCC2)c1	0%	-6%	0%	-1%	8.1%
CCNC(=O)CCSc1nnc(-c2ccncc2)o1	-4%	3%	6%	-3%	0.1%
CCCNC(=S)Nc1ccccc1	0%	-21%	0%	-5%	0.5%
O=C(c1ccccc1)c1cc(-c2ccccn2)c(N2CCOCC2)s1	-4%	-5%	-3%	12%	1.3%

Brought forward from above: 3 compounds, then new ones.
SMILES	PhoP GFP inhibition	H1N1 NS1A inhibition	H37Rv inhibition	tuberculosis growth	VEEV TC-83 Vero	others
CCNC(=O)CCSc1nnc(-c2ccncc2)o1	-4%	3%	6%	-3%	0.1%
CCCNC(=S)Nc1ccccc1	0%	-21%	0%	-5%	0.5%
O=C(c1ccccc1)c1cc(-c2ccccn2)c(N2CCOCC2)s1	-4%	-5%	-3%	12%	1.3%
CCOc1ccccc1OCCCC(=O)NNC(=O)c1ccc(F)cc1	/	-3%	3%	7%	0.6%
O=C(NCCN1CCOCC1)C(=O)NCC1OCCN1S(=O)(=O)c1ccccc1 (stereo not drawn)	0%	-1%	-9%	-14%	0.9%
CCC1COCCS(=O)(=O)N1Cc1ccccc1F (stereo not drawn)	3%	0%	-12%	0%	i	VEEV TC-83 Vero 10K pilot screen=0.1
Cc1nc(-c2cccc(NC(=O)c3cccs3)c2)cs1	9%	-10%	0%	55%	0.2%
O=c1c2c(-c3cccs3)csc2ncn1-n1cccc1	8%	-3%	1%	2%	i
COc1ccc(OC)c(NC(=O)CSc2nc(-c3ccccc3)cc(=O)[nH]2)c1	-7%	-2%	3%	44%	0.2%
CC1CCCCN1C(=O)CSc1nnc(-c2c[nH]c3ccccc23)o1 (stereo not drawn)	4%	-3%	-3%	38%	8.6%
Cc1ccc(S(=O)(=O)NNC(=O)/C=C/c2cccc(F)c2)cc1	-8%	-14%	0%	26%	1.1%
CCN(CC)C(=O)C1CCN(S(=O)(=O)c2ccc(-n3cnnn3)cc2)CC1	-1%	-6%	3%	-10%	0.6%
CCCCNS(=O)(=O)c1ccc2nc(-c3cccnc3)cc(C(=O)NCCOC)c2c1	-11%	-16%	-13%	3%	i
Cc1cn2c(-c3cccnc3)nnc2s1	-3%	4%	-17%	-4%	1.9%
COc1cc(/C=C2\SC(=S)N(CC(=O)NC(C)(C)C)C2=O)cc(OC)c1OC	/	10%	/	/	1.1%
COC(=O)C1=C(c2ccc(OC)c(OC)c2)C[C@@H]2CC[C@H]1N2C(=O)NCC1CC1	/	-5%	-9%	-11%	0.6%
O=c1[nH]c(CSc2ncnc3sc(-c4ccccc4)cc23)nc2ccccc12	3%	-2%	-3%	6%	i
O=C(CSc1ncnc2c1oc1ccccc12)NC1CCCC1	-4%	11%	0%	63%	5.1%
O=C(COC(=O)c1cc(=O)[nH]c2ccccc12)NC1CCCCCCC1	-3%	7%	-8%	12%	0.9%
Oc1ccc(/C=N/n2c(-c3ccco3)csc2=Nc2cccnc2)c(O)c1	5%	2%	1%	4%	11%
COC(=O)c1ccc(/C=N/NC(=O)CCSc2nc3ccccc3s2)cc1	-1%	/	6%	6%	/
COc1ccc(CSCCc2n[nH]c(=S)n2-c2ccccc2)cc1	9%	-8%	-2%	-23%	1.1%
CCOCCCNS(=O)(=O)c1ccc(NC(=O)c2ccccc2)cc1	-4%	-2%	3%	13%	1.5%
O=C(NCc1ccccc1)C1(CC2CC(c3ccccc3)=NO2)CCNCC1 (stereo not drawn)	/	7%	?	67%	0.2%	VEEV TC-83 Vero 10K pilot screen=3.2
CCOc1ccc(S(=O)(=O)N2CCCCC2)cc1NC(=O)C1COc2ccccc2O1 (stereo not drawn)	/	0%	-4%	4%	8.7%
COc1ccc(OC)c(NC(=O)CSc2ccc3nnc(-c4cccnc4)n3n2)c1	-3%	-6%	-12%	-3%	1.4%
O=C(O)c1sccc1OCc1ccccc1	-4%	-8%	4%	6%	0.1%
COc1ccc(S(=O)(=O)N(C)CC(=O)N2CCCCC2)cc1Cl	15%	-13%	5%	-7%	2.8%
Cc1ccccc1C1CC(=O)Oc2cc(O)ccc21 (stereo not drawn)	/	0%	/	/	1.8%
CCOc1cc(C)ccc1OCc1nnc(SCC(=O)c2cccc([N+](=O)[O-])c2)n1C	2%	4%	0%	22%	0.4%
Cc1cc(=O)[nH]c(SCC(=O)NCCOc2ccccc2)n1	9%	-4%	-4%	-5%	0.4%
Cc1ccccc1NC(=O)Nc1nnc(Cc2ccc([N+](=O)[O-])cc2)s1	-6%	0%	2%	15%	0.1%
